MEP2 TOR yeast = modulators of TOR pathway MEP2-GFP in S. cerevisiae; S. cerevisiae MEP2-GFP strain, flow cytometry GFP, 3 h; 100% = DMSO control level; GFP response vs DMSO, % at 10 µM; 0.51% of 330,000 active;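 active means GFP response versus DMSO above a set limit, roughly screen mean plus 3 SD, cut at about 180% in these data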;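 further: median GFP fluorescence of the barcode-gated MEP2-GFP cells per well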
LAP4-GFP MLPCN = yeast TOR pathway LAP4-GFP modulation; AID 2023; S. cerevisiae LAP4-GFP multiplex, flow cytometry GFP, 3 h; median GFP as percent of DMSO wells; 0.34% of 320,000 active; GFP response vs DMSO, % at 10 µM;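 active means GFP response vs DMSO above a set limit, about the screen mean plus 3 SD, cut at about 150% in these data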
AGP1-GFP MLPCN = modulators of TOR pathway AGP1-GFP in S. cerevisiae; 0.02% of 320,000 active; AID 2066; GFP response vs DMSO, % at 10 µM; S. cerevisiae AGP1-GFP multiplex flow cytometry, 3 h; GFP as percent of DMSO wells;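 active means GFP response relative to DMSO above a set limit, near screen average plus 3 SD, cut at about 150% in these data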;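 further: median GFP channel fluorescence of the gated AGP1 strain per well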
Yeast superoxide = caloric restriction mimetics inhibiting age-related superoxide in yeast | S. cerevisiae aged cells, superoxide DHE fluorescence; active compounds read low | superoxide response (% of plate mean), % at 10 µM | 0.18% of 330,000 active | AID 2690;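 active means superoxide response under a set limit, about three screen SD below normal, cut at about 65% in these data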;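 further: yeast aged for seven days with compound at 30 °C before DHE staining; 100% = average MFI of all compound-treated wells on the plate with controls excluded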
Efflux pump inh = blocks antifungal efflux pumps in multiplex yeast assay. S. cerevisiae Candida pump triplex, Nile Red efflux. inhibition, % at 10 µM. 0.44% of 330,000 active. AID 485275;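 active means plate passing quality check with inhibition over a set limit, or well fluorescence over plate mean plus 4 SD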;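 further: Nile Red retained in pooled yeast measured as flow cytometry median fluorescence; 0% = buffer negative control and 100% = Enniatin B positive control; higher means more Nile Red kept so more efflux inhibition; some compounds called inactive have numbers as strong as hits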
CIT2 TOR yeast = modulators of TOR pathway CIT2-GFP in S. cerevisiae. S. cerevisiae CIT2-GFP strain, flow cytometry, 3 h; 100 means same as DMSO wells. GFP response vs DMSO, % at 10 µM. 0.065% of 320,000 active. AID 2029;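 active means GFP response relative to DMSO above a set limit, near the screen mean plus 3 SD, cut at about 150% in these data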;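 further: ratio of well median GFP fluorescence to mean of DMSO wells on the plate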
AHR act = human AHR activation; P35869; 2.5% of 320,000 active; activation, % at 5 µM; AHR-responsive luciferase reporter cells, luminescence; AID 2796; in the data active means activation above about 47%;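 further: 0% = vehicle wells and 100% = reference agonist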
Target sequence (P35869 whole entry, looked up): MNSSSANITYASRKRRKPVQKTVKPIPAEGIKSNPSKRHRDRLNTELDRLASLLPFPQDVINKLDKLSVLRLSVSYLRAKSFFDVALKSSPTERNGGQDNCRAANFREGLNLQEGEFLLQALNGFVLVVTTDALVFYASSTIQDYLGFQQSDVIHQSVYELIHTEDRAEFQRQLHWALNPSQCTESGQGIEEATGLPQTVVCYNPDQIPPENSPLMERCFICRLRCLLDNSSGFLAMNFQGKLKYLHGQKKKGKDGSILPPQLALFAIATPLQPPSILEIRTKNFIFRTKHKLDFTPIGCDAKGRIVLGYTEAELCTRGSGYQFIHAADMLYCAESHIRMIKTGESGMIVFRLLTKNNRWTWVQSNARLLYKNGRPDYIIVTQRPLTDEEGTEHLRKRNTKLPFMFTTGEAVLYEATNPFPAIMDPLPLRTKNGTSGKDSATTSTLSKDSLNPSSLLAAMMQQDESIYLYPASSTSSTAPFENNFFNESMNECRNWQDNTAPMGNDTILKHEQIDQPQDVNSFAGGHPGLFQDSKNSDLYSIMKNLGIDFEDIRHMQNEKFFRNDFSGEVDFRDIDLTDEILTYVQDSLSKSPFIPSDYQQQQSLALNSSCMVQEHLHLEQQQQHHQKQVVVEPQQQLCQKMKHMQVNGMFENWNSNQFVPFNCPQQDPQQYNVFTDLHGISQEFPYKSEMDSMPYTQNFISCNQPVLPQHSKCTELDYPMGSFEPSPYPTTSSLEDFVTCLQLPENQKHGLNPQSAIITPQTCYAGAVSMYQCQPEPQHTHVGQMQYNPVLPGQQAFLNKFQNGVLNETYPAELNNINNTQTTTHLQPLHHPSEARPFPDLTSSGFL
RPL19A TOR yeast = yeast TOR pathway RPL19A-GFP modulation; percent response vs DMSO, % at 10 µM; S. cerevisiae RPL19A-GFP strain, flow cytometry, 3 h; active compounds read low; 0.3% of 330,000 active;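 active means percent response vs DMSO below 50%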;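 further: median channel GFP fluorescence of the barcoded RPL19A-GFP strain; ratio of sample median GFP to plate DMSO average so 100% = DMSO; lower means less RPL19A-GFP as with rapamycin TOR inhibition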
The depositor's hits bear a star. No enrichment for hits; about 3.9% have a hit in one of these screens.

nr	SMILES	MEP2 TOR yeast	LAP4-GFP MLPCN	AGP1-GFP MLPCN	Yeast superoxide
1	Cc1ccc2c(c1)N=C(c1ccc(Cl)cc1)CO2	100.3	99.2	97.3	105.0
2	COc1ccc(OCCCC(=O)N(C)CC(=O)Nc2c(C)cccc2C)cc1	100.6	100.2	103.2	102.0
3	c1ccc2c(c1)[nH]c1nc(SCCN3CCOCC3)nnc12	103.3	101.3	104.2	109.7
4	CC(C)OCCCNc1ncnc2c1cnn2-c1ccccc1	100.9	100.2	97.3	94.9
5	CC1CCN(C(=S)c2ccc([N+](=O)[O-])cc2)CC1	104.7	107.9	117.8	104.9
6	O=C(CCCNS(=O)(=O)c1cccc2nsnc12)NCCN1CCN(c2ccccc2F)CC1	105.9	94.8	113.2	120.0
7	COc1cc(C2C(C(=O)Nc3ccccc3OC)=C(C)Nc3ncnn32)ccc1O (stereo not drawn)	103.7	96.5	103.2	108.1
8	O=C(NCc1ccc(F)cc1)c1ccccc1OCc1ccccc1	112.1	96.0	104.4	101.1
9	NC(=O)c1nnn(-c2ccc([N+](=O)[O-])cc2)c1-c1ccccc1	103.5	121.4	108.9	93.8
10	FC(F)(F)c1cccc(CN2CCSCC2)c1	101.9	87.6	92.5	100.8
11	O=C(CN1C(=O)c2ccccc2C1=O)Nc1ccc(Cl)cn1	96.7	96.9	99.3	109.1
12	COc1cc(NC(=S)NCCc2ccc(S(N)(=O)=O)cc2)c(OC)cc1Cl	90.5	116.8	99.9	89.0

nr	Efflux pump inh	CIT2 TOR yeast	AHR act	RPL19A TOR yeast
1	-0.1	103.9	135.4*	98.4
2	-0.1	104.8	3.7	99.6
3	0.0	116.6	11.6	100.9
4	-0.1	98.8	-4.6	100.0
5	-0.4	113.4	-1.7	112.7
6	-0.2	109.0	4.4	113.0
7	0.5	97.7	12.2	102.7
8	0.3	98.1	1.5	106.9
9	0.0	103.0	0.4	100.0
10	-0.1	99.9	-0.3	98.6
11	-0.1	93.5	1.3	97.3
12	-0.2	92.0	0.3	97.7

Other records:
nr	SMILES	MEP2 TOR yeast	LAP4-GFP MLPCN	AGP1-GFP MLPCN	Yeast superoxide
13	Cn1c(=O)cc(OCC(=O)N2CCN(c3cccc(C(F)(F)F)c3)CC2)c2ccccc21	98.0	99.8	99.7	100.3
14	Cc1ccc(-c2csc(N/N=C/c3ccco3)n2)c(C)c1	109.1	104.2	100.4	88.9
15	O=C(NCc1ccco1)C1CCN(C(=O)c2ccc(Cl)cc2)CC1	101.6	101.9	100.3	103.2
16	COc1ccc(CCNC(=O)C2CCCN(S(C)(=O)=O)C2)cc1 (stereo not drawn)	96.6	82.6	86.1	102.6
17	CCCc1nc2nc(C)c(NS(=O)(=O)c3ccc(F)cc3)c(=O)n2[nH]1	101.6	92.5	103.9	91.5
18	CC(NC(=O)CSCc1ccc(Br)cc1)c1ccccc1 (stereo not drawn)	99.2	117.4	110.4	99.5
19	CCOc1ccc(C(=O)Nc2cc(C)on2)cc1OCC	89.7	95.3	98.6	89.2
20	O=C(NCC(=O)N1CCN(C(=O)c2ccccc2)CC1)c1ccccc1	96.3	94.9	90.6	85.7
21	CCN1CCCC1CNS(=O)(=O)c1c(C)cc(C)cc1C (stereo not drawn)	98.3	89.6	94.8	110.5
22	Cc1noc(C)c1C(=O)OC(C)C(=O)Nc1ccc(C(N)=O)cc1 (stereo not drawn)	105.3	101.5	103.5	92.8
23	O=C(Nc1ccc(CN2CCOCC2)cc1)c1ccc(Cl)cc1	107.7	86.3	108.3	95.3
24	Cc1ccccc1NC(=O)Cc1nnc(NC(=O)Nc2ccccc2F)s1	103.0	92.2	93.4	111.0

nr	Efflux pump inh	CIT2 TOR yeast	AHR act	RPL19A TOR yeast
13	0.0	97.7	1.4	98.5
14	-0.1	96.1	-0.6	103.5
15	-0.1	100.5	2.8	99.5
16	-0.1	94.5	2.8	89.8
17	0.1	101.8	0.5	100.8
18	-0.2	98.4	-2.0	101.0
19	-0.1	94.0	24.2	100.7
20	0.0	94.1	-0.6	95.7
21	-0.1	92.7	2.6	96.5
22	0.1	102.6	1.1	100.0
23	-0.1	119.2	1.1	102.6
24	0.5	90.5	17.0	98.0

Following part
nr	SMILES	MEP2 TOR yeast	LAP4-GFP MLPCN	AGP1-GFP MLPCN	Yeast superoxide
25	c1ccc(CCNc2nc3ccccc3n3nnnc23)cc1	96.6	95.3	92.1	91.6
26	Cc1cccc(NC(=O)CSc2nnc(CNC(=O)c3ccc(S(=O)(=O)N(C)C)cc3)n2-c2cccc(C)c2)c1	104.5	98.1	106.8	100.9
27	Cn1c(=O)c2c([nH]c(=S)n2Cc2ccc(Cl)cc2)n(C)c1=O	107.2	99.7	101.9	105.3
28	CC(C)=CCC(C)(C)/C=N/NC(N)=O	100.5	106.1	108.4	103.2
29	O=C(NC(=S)N1CCN(Cc2ccc3c(c2)OCO3)CC1)c1ccc(Cl)cc1	94.2	97.9	97.7	117.1
30	COC(=O)c1cc(C(=O)OCC(=O)NC2CCS(=O)(=O)C2)cc([N+](=O)[O-])c1 (stereo not drawn)	106.7	109.5	108.6	88.9
31	COc1cc(/C=N/NC(=O)C2(O)c3ccccc3-c3ccccc32)ccc1O	107.0	75.3	102.5	112.4
32	COc1cc(NC(=O)C(=O)NCCN(C)C)c(OC)cc1Cl	105.1	101.3	106.9	101.2
33	CC(=O)c1ccc(-c2ccc(C(=O)NC3CCCCCC3)o2)cc1	105.8	103.0	100.1	104.4
34	O=C(NNC(=S)NC(=O)c1cccs1)c1cccnc1	103.8	100.5	105.9	92.5
35	O=[N+]([O-])c1ccccc1S(=O)(=O)NCc1ccco1	100.6	108.8	105.7	102.8
36	CCNc1nc(NCC)nc(OCCOC(C)=O)n1	99.2	100.7	104.6	90.3

nr	Efflux pump inh	CIT2 TOR yeast	AHR act	RPL19A TOR yeast
25	0.0	88.5	2.0	92.3
26	-7.5	94.6	-0.9	100.6
27	0.0	96.2	-0.6	105.9
28	0.0	102.6	0.2	95.1
29	27.7*	96.2	15.3	95.7
30	-0.3	112.6	-1.2	103.3
31	0.1	118.2	1.1	104.1
32	0.3	110.3	1.4	103.0
33	-0.2	102.3	10.9	104.6
34	-0.2	94.8	0.0	105.5
35	0.1	99.7	-1.4	101.0
36	0.0	101.4	0.3	102.3

Remaining list, next part.
nr	SMILES	MEP2 TOR yeast	LAP4-GFP MLPCN	AGP1-GFP MLPCN	Yeast superoxide
37	O=C(Nc1c(F)cc(F)cc1Br)c1ccco1	107.2	100.7	96.8	100.1
38	CC(=O)c1sc(C(=O)O)c(-c2ccco2)c1-c1ccco1	103.8	112.5	102.0	89.5
39	COCCn1c(=NC(=O)CSC(C)=O)sc2cc(F)ccc21	87.6	76.9	81.5	124.4
40	O=C(c1ccco1)N1CCN(C(c2ccccc2)c2nnnn2C2CCCC2)CC1 (stereo not drawn)	97.0	95.2	97.7	101.6
41	COc1ccc(NC(=O)N2CCN(C(=O)C3CCCO3)CC2)cc1 (stereo not drawn)	103.5	105.6	102.9	98.2
42	COC(=O)c1[nH]c2ccc(C)cc2c1NC(=O)CN1CCN(Cc2ccccc2)CC1	109.1	102.5	104.0	90.9
43	C=CCn1c(-c2ccc(OC)cc2)csc1=Nc1c(C)n(C)n(-c2ccccc2)c1=O	102.0	99.3	115.8	81.5
44	COc1ccc(C(CNC(=O)CCNC(=O)c2ccccc2OC)N2CCCC2)cc1 (stereo not drawn)	100.3	106.1	105.1	86.0
45	Cn1c(CC(=O)Nc2ccc(Cl)cc2)nnc1SCC(=O)N1CCOCC1	94.9	84.7	93.3	102.4
46	COc1ccc(C(NC(=O)CC(C)C)NC(=O)CC(C)C)cc1OC	105.0	98.6	107.4	87.2
47	CCCCSc1ccc(NC(=O)c2cccnc2)cc1	99.3	104.2	94.9	83.5
48	CC(NC(=O)CCC(=O)NC(C)c1ccccc1)c1ccccc1 (stereo not drawn)	104.6	80.2	91.5	98.5

nr	Efflux pump inh	CIT2 TOR yeast	AHR act	RPL19A TOR yeast
37	0.0	94.7	-3.7	101.0
38	-0.1	104.8	0.6	95.8
39	0.0	92.7	1.9	84.6
40	-0.1	104.0	4.4	95.9
41	-0.4	106.9	-0.2	100.0
42	0.0	105.3	23.4	99.7
43	0.2	112.2	1.4	102.0
44	0.1	106.6	0.0	94.0
45	0.1	88.6	1.3	104.5
46	-0.1	105.5	2.0	105.5
47	0.4	99.3	14.4	98.8
48	-0.1	100.0	-0.8	100.0

New compounds follow.
nr	SMILES	MEP2 TOR yeast	LAP4-GFP MLPCN	AGP1-GFP MLPCN	Yeast superoxide
49	COc1cccc(C(=O)NCC(c2cccnc2)N2CCN(c3ccccc3OC)CC2)c1 (stereo not drawn)	108.0	118.6	107.5	95.1
50	COc1ccc(NC(=S)NN2C(C)CCCC2C)cc1 (stereo not drawn)	86.6	90.4	95.0	112.1
51	C[C@H](NC(=O)N1CCn2c1nc1ccccc12)C(=O)N1CCCCC1	104.8	105.2	105.6	76.5
52	Cc1ccc(-c2nnn(CC(=O)N(CC(=O)NC3CCCCC3)c3cnc4ccccc4c3)n2)o1	108.5	98.8	116.6	95.3
53	Cc1ccc(Nc2nc(N)c([N+](=O)[O-])c(N3CCOCC3)n2)cc1C	116.7	98.8	98.7	91.7
54	COc1ccc(C2C3=C(CC(C)(C)CC3=O)Nc3c2c(=O)n(C)c(=O)n3C)cc1OC (stereo not drawn)	95.1	97.8	97.2	99.4
55	CCOC(=O)c1c(C=O)c(C)n(Cc2ccccc2Cl)c1C	114.9	100.1	111.7	113.0

nr	Efflux pump inh	CIT2 TOR yeast	AHR act	RPL19A TOR yeast
49	-0.1	101.8	2.2	102.8
50	-0.1	90.6	1.6	92.8
51	0.2	103.4	5.4	101.2
52	0.0	103.1	-1.1	106.3
53	-0.4	102.4	119.0*	104.7
54	0.0	100.3	1.0	96.2
55	0.0	100.8	-1.1	99.0

Among those listed so far, 8 contain fluorine:
nr	SMILES	MEP2 TOR yeast	LAP4-GFP MLPCN	AGP1-GFP MLPCN	Yeast superoxide
6	O=C(CCCNS(=O)(=O)c1cccc2nsnc12)NCCN1CCN(c2ccccc2F)CC1	105.9	94.8	113.2	120.0
8	O=C(NCc1ccc(F)cc1)c1ccccc1OCc1ccccc1	112.1	96.0	104.4	101.1
10	FC(F)(F)c1cccc(CN2CCSCC2)c1	101.9	87.6	92.5	100.8
13	Cn1c(=O)cc(OCC(=O)N2CCN(c3cccc(C(F)(F)F)c3)CC2)c2ccccc21	98.0	99.8	99.7	100.3
17	CCCc1nc2nc(C)c(NS(=O)(=O)c3ccc(F)cc3)c(=O)n2[nH]1	101.6	92.5	103.9	91.5
24	Cc1ccccc1NC(=O)Cc1nnc(NC(=O)Nc2ccccc2F)s1	103.0	92.2	93.4	111.0
37	O=C(Nc1c(F)cc(F)cc1Br)c1ccco1	107.2	100.7	96.8	100.1
39	COCCn1c(=NC(=O)CSC(C)=O)sc2cc(F)ccc21	87.6	76.9	81.5	124.4

nr	Efflux pump inh	CIT2 TOR yeast	AHR act	RPL19A TOR yeast
6	-0.2	109.0	4.4	113.0
8	0.3	98.1	1.5	106.9
10	-0.1	99.9	-0.3	98.6
13	0.0	97.7	1.4	98.5
17	0.1	101.8	0.5	100.8
24	0.5	90.5	17.0	98.0
37	0.0	94.7	-3.7	101.0
39	0.0	92.7	1.9	84.6

Single records, as listed above. Screens in order: MEP2 TOR yeast | LAP4-GFP MLPCN | AGP1-GFP MLPCN | Yeast superoxide | Efflux pump inh | CIT2 TOR yeast | AHR act | RPL19A TOR yeast
Entry for COc1ccc(C2C3=C(CC(C)(C)CC3=O)Nc3c2c(=O)n(C)c(=O)n3C)cc1OC (stereo not drawn) → 95.1 | 97.8 | 97.2 | 99.4 | 0.0 | 100.3 | 1.0 | 96.2
Entry for C[C@H](NC(=O)N1CCn2c1nc1ccccc12)C(=O)N1CCCCC1 → 104.8 | 105.2 | 105.6 | 76.5 | 0.2 | 103.4 | 5.4 | 101.2
